Screens (PubChem BioAssay)
PriA SSB inh = inhibitors of Klebsiella pneumoniae PriA binding to SSB C-terminal tail. AID 1272365. AlphaScreen SSBct-PriA binding, biotinylated peptide. inhibition, % at 33 µM. 0.6% of 430,000 active; in the data active = inhibition mostly above about 37%, no sharp cut-off; inactive = mostly below about 20%;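 note: plate controls were negative control peptide for no effect and reference peptide for full effect; strong numbers were not always called active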
An asterisk follows results filed as active; & = joins results of further samples.

SMILES | PriA SSB inh
Cc1ccc2c(c1)[C@H](c1ccccc1)N(C(=O)c1ccccc1C)CC(=O)N2 | -3
O=C(Nc1ccccc1F)N1CCS[C@H](c2ccccc2Cl)CC1 | -4
Cc1ccc(C)c(-c2nnc(NC(=O)c3ccc4ncsc4c3)o2)c1 | 3
C[C@](O)(CNC(=O)c1ccccc1Br)c1cc2ccccc2o1 | -26
CC1CCN(C(=O)c2cc(NC(=O)c3ccc(F)cc3)c(=O)n(C)c2)CC1 | -1
O=C(CS(=O)(=O)c1ccc(Br)s1)NCc1ccco1 | -2
COc1ccc(CCNC(=O)/C=C/c2ccc(Cl)cc2Cl)cc1OC | 3
COc1ccc(CCC(=O)NCC(c2cccn2C)N2CCc3ccccc3C2)cc1 (configuration not stated) | -13&0
CCOC(=O)[C@H](CC)Sc1ccc2nnc(-c3ccc(Cl)cc3)n2n1 | -2
Cc1cc2ncc(CCCNC(=O)Nc3ccccc3Cl)cn2n1 | 4
COC(=O)c1cc(Nc2cccc(OC)c2)c2cccc(OC)c2n1 | -6
COc1ccc(CC(N)=Nn2cnnc2)cc1Cl | -6
Cc1cc(C)c(S(=O)(=O)N=C2C=C(SCC(=O)O)C(=O)c3ccccc32)cc1C | 23
COc1cccc(OC)c1C(=O)Nc1nnc(-c2c(C)cc(C)cc2C)s1 | 1
CC(C)(C)CC(C)(C)NC(=O)Nc1cccc(C(F)(F)F)c1 | -6&-2
O=C(CSc1nc2scc(-c3ccco3)c2c(=O)n1-c1ccccc1)N1CCCCCC1 | -7
CN(C)c1ccnc(CNC(=O)C2CCN(S(C)(=O)=O)CC2)n1 | 10
Cc1nc2ccccc2c(=O)n1-c1cccc(NC(=O)c2ccc(Br)o2)c1 | -29
Clc1ccccc1Cn1ncc2c(N3CCC(Cc4ccccc4)CC3)ncnc21 | -25
O=C(CCCOc1ccc(Cl)cc1Cl)NN=Cc1ccccc1 | -6
Cc1ccc(C)c(NC(=O)c2c(-c3ccccc3Cl)noc2C)c1 | -9
CN(C)c1cc(N2CCN(C(=O)CNC(=O)c3ccccc3)CC2)cnn1 | -8
COC(=O)CCc1c(C)nc2c(c(-c3ccc(F)cc3)nn2C2CCS(=O)(=O)C2)c1C (configuration not stated) | -18
CC(C)(C)c1cc(NC(=O)CSc2nnnn2-c2ccccc2)cc(C(C)(C)C)c1 | -16
Cc1nnsc1C(=O)NCc1cc(-c2ccccc2F)on1 | -11
Cc1cccc(CC(=O)NCCN2CCN(c3ccc(F)cc3)CC2)c1 | -18
CC(C)(C)NC(=O)N1CCC(CNC(=O)CCc2cccc(Cl)c2)CC1 | 4
COc1ccc(C(C)=NNC(=O)c2ccc(NS(=O)(=O)c3cccs3)cc2)cc1 | -4
Cc1cccc(C=NNC(=O)c2cc(Br)ccc2OCc2ccccc2)n1 | 6
Cc1nn(C(C)(C)C)c(OC(=O)c2ccco2)c1Sc1c(F)c(F)c(F)c(F)c1F | 2
COCCn1c(C)cc(O)c(C(c2ccccc2Cl)N2CCN(c3ccccc3F)CC2)c1=O (configuration not stated) | 8
O=C(COc1ccc(C=NNC(=O)c2cccnc2)cc1)Nc1ccccc1 | -2
Cc1ccc(NCCNC(=O)Cc2ccccc2)nn1 | -6
COc1nn(C)cc1C(=O)NCCn1nc(C(F)(F)F)n(C)c1=O | 7
Cc1cccc(-c2noc(C3CCN(CC(=O)NCc4ccc5c(c4)OCO5)CC3)n2)c1 | 11
Cc1cc2ncc(NC(=O)c3cnc4ccccc4n3)cn2n1 | -12
O=C(Nc1ccccc1F)C1CCCCN1S(=O)(=O)c1cccs1 (configuration not stated) | -20
O=C(c1ccc2ncsc2c1)N1CC(c2nc(-c3cnccn3)no2)C1 | -15
CCOC(=O)c1[nH]c2c(c1C)C(=O)CCC2 | -11
COc1cc(C=NNC2=NS(=O)(=O)c3ccccc32)cc(OC)c1OC | -2
O=C(Nc1ccc2c(c1)N(C(=O)c1cccs1)CC2)c1csc(-c2ccccc2)n1 | 4
COc1ccc(CNC(=O)Nc2ccc3c(c2)C(=O)NCC3)cc1OC | -3
COc1ccc(C=Nn2c(=S)n(C)c3ccccc32)cc1OC | 7
Cc1nsc(C(=O)NCc2ccco2)n1 | -5
O=S(=O)(NCCC(O)c1ccco1)C1CC1 (configuration not stated) | -2
CN1C(=O)C(C)(C)COc2ccc(NS(=O)(=O)c3ccc4c(c3)CCCC4)cc21 | 3
Cc1cc(=O)n2[nH]c(C(F)(F)F)c(-c3ccc(Cl)cc3)c2n1 | 10&20
Cc1c(C(=O)OCc2ccccc2F)nnn1-c1ccc(Br)cc1 | -9
Cc1ccc(S(=O)(=O)Nc2cc(Sc3ncn[nH]3)c(O)c3ccccc23)c(C)c1 | -2
CCCc1nc(SCC(=O)Nc2nc(C)cs2)c2c(=O)n(C)c(=O)n(C)c2n1 | -9&-6

(list continues)
SMILES | PriA SSB inh
O=C(O)[C@@H]1Cc2nc[nH]c2CN1 | -19
Cc1sc2ncnc(Oc3ccc(C(C)(C)c4ccc(Oc5ncnc6sc(C)c(C)c56)cc4)cc3)c2c1C | -11
O=C(CSc1ncnc2nc(N3CCc4ccccc4C3)sc12)Nc1ccc(F)c(Cl)c1 | 1
Cc1cc2c(cc1C)N=C(c1ccc(F)cc1)CC(SCC(=O)Nc1ccc(C)c(F)c1)=N2 | -7
Cc1cc(NN=Cc2ccccc2Cl)nc(NCc2ccccc2)n1 | 21
O=c1c2cc(-c3cccs3)nn2ccn1Cc1nc(-c2ccc(Br)cc2)no1 | -2
O=C(CSc1nnc(CCn2ccc(=O)[nH]c2=O)o1)NCc1ccccc1Cl | 1
O=C(CSc1nnc(-c2cccnc2)o1)N1CCC(Cc2ccccc2)CC1 | -2
CS(=O)(=O)N1CCC(C(=O)N2CCN(CCc3nc(-c4cccs4)cs3)CC2)CC1 | 5
O=C(COc1ccc2ccccc2c1)NC[C@H]1CN(c2ccc3c(c2)OCO3)C(=O)O1 | -19
Cc1nc2sc(C)c(C)n2c(=O)c1NC(=O)C1c2ccccc2Oc2ccccc21 | -7
COC(=O)c1ccccc1NC(=O)CN1CCCN(Cc2cccc(F)c2)S1(=O)=O | -7
O=C(CN1CCc2nc(NC(=O)c3ccoc3)sc2C1)Nc1nc2ccccc2s1 | -4
O=C(Nc1nc2c(s1)CN(C(=O)C1(c3cccs3)CCCC1)CC2)c1ccoc1 | 13
Cc1ccc(=O)n(CC(=O)N2CCC(Cc3ccccc3)CC2)n1 | -11
O=S(=O)(c1cccc(Cl)c1)N1CCN(Cc2ccc3c(c2)OCO3)CC1 | -18
O=C(COc1ccccc1F)Nc1ccc2c(c1)CN(C(=O)C1CC1)CC2 | 2&9
Cc1ccc(C)c(S(=O)(=O)NCCn2ncc3c(N4CCCCCC4)ncnc32)c1 | -8
CCc1c(C#N)c(SCC(=O)c2ccc3c(c2)OCO3)nc2c1C(=O)CC(C)(C)C2 | -20
COCCN1CCCc2ccc(NS(=O)(=O)Cc3ccc(Cl)cc3)cc21 | 29
COc1ccc(C)c2sc(N(CCN3CCOCC3)C(=O)c3cc(C)no3)nc12 | 9
O=C1CCc2cc(S(=O)(=O)NCC3CCN(S(=O)(=O)C4CC4)CC3)cc3c2N1CC3 | 39*
CCCCN1C(=CC=C2CCCC(C=CC3=[N+](CCCC)c4ccc5ccccc5c4C3(C)C)=C2Cl)C(C)(C)c2c1ccc1ccccc21 | 31
O=C(Cn1cncn1)NN=Cc1cc([N+](=O)[O-])ccc1O | 40*
Cc1ccc(-n2ncc3c(N4CCN(c5ccccc5Cl)CC4)ncnc32)c(C)c1 | -12
CC(CC(=O)NC1CCCC1)=NNC(=O)Cc1cccs1 | -3
CN1C(=O)C(C)(C)COc2ccc(NC(=O)c3ccc(F)c(F)c3)cc21 | 12
COc1ccc(-c2nc(CNS(=O)(=O)c3ccc4ccccc4c3)cs2)cc1 | 2
Cc1cc(C=NNC(=O)COc2cccc3cccnc23)c(C)n1-c1ccc(Br)cc1 | 8
COc1ccc(C=c2sc3n(c2=O)C(c2ccccc2OC)C2=C(N=3)c3ccccc3CC2)cc1O (configuration not stated) | 7
O=C(NCCc1nc(C2CC2)cc(C(F)(F)F)n1)c1cccs1 | -13
CC(=NNC(=O)c1cc2c(s1)CCC(C)C2)c1cccnc1 (configuration not stated) | 5
NC(=NOC(=O)CCCc1ccccc1)c1ccc(Br)cc1 | -35
Cn1ncc2c(N3CCOCC3)nc(N3CCN(c4ccc(F)cc4)CC3)nc21 | -7
COc1ccc(S(=O)(=O)[C@@H](CNC(=O)c2ccccc2Br)c2ccco2)cc1 | -12
Cc1cc(NC(=O)Cn2cnc(-c3ccccc3)cc2=O)no1 | -10
COC(=O)c1ccc(C(=O)NCC2(c3cccs3)CCCC2)cc1 | -12
COCCn1c(-c2ccncc2)n[nH]c1=S | -15
CCOc1ccc(C(O)=C2C(=O)C(=O)N(CCN(C)C)C2c2cccc(OC)c2OC)cc1Cl (configuration not stated) | 10
CN(CCO)CC(=O)NCC12CC3CCC(CC(C3)C1)C2 | -18
CCc1c(C)nc(SCC(N)=O)[nH]c1=O | -12
Cc1cc(NC(=O)c2ccc(S(C)(=O)=O)cc2)n(C)n1 | 3
O=C(CN1C(=O)N(c2ccc(Cl)cc2)S(=O)(=O)c2ccccc21)N1CCCc2ccccc21 | 3
O=[N+]([O-])c1ccc(Cl)c(C=Nn2c(C3CCCCC3)n[nH]c2=S)c1 | -11
COc1ccccc1CNC(=O)c1nnn(Cc2ccccc2)c1-c1ccncc1 | -6
CC1CCc2c(sc(NC(=O)CS(=O)(=O)c3ccccc3)c2C#N)C1 (configuration not stated) | 3
Cc1c(NC(=O)N2CCCCC2)c(=O)n(-c2ccccc2)n1C | 4
Cc1cc2cc(CNC(=O)c3ccccc3[N+](=O)[O-])ccc2[nH]1 | 19
O=C1C(=O)N(c2ccccn2)C(c2cccc(F)c2)C1=C(O)c1ccccc1 (configuration not stated) | -4
O=C1NC(=O)C2C1ON(c1ccccc1)C2c1cccs1 (configuration not stated) | -15

An excerpt of these results, in CSV form.
structure,PriA SSB inh
COc1ccc(S(=O)(=O)[C@@H](CNC(=O)c2ccccc2Br)c2ccco2)cc1,-12
Cc1cc(NC(=O)Cn2cnc(-c3ccccc3)cc2=O)no1,-10
COC(=O)c1ccc(C(=O)NCC2(c3cccs3)CCCC2)cc1,-12
COCCn1c(-c2ccncc2)n[nH]c1=S,-15
CCOc1ccc(C(O)=C2C(=O)C(=O)N(CCN(C)C)C2c2cccc(OC)c2OC)cc1Cl (configuration not stated),10
CN(CCO)CC(=O)NCC12CC3CCC(CC(C3)C1)C2,-18
CCc1c(C)nc(SCC(N)=O)[nH]c1=O,-12
Cc1cc(NC(=O)c2ccc(S(C)(=O)=O)cc2)n(C)n1,3
O=C(CN1C(=O)N(c2ccc(Cl)cc2)S(=O)(=O)c2ccccc21)N1CCCc2ccccc21,3
O=[N+]([O-])c1ccc(Cl)c(C=Nn2c(C3CCCCC3)n[nH]c2=S)c1,-11
COc1ccccc1CNC(=O)c1nnn(Cc2ccccc2)c1-c1ccncc1,-6
CC1CCc2c(sc(NC(=O)CS(=O)(=O)c3ccccc3)c2C#N)C1 (configuration not stated),3
Cc1c(NC(=O)N2CCCCC2)c(=O)n(-c2ccccc2)n1C,4
Cc1cc2cc(CNC(=O)c3ccccc3[N+](=O)[O-])ccc2[nH]1,19
O=C1C(=O)N(c2ccccn2)C(c2cccc(F)c2)C1=C(O)c1ccccc1 (configuration not stated),-4
O=C1NC(=O)C2C1ON(c1ccccc1)C2c1cccs1 (configuration not stated),-15

Going on with the list.
SMILES | PriA SSB inh
COc1ccc(CCC(=O)NCc2ccsc2)cc1 | -1
CN1CCN(NC(=O)c2ccc3nccnc3c2)CC1 | -26
COC(=O)C1CC(Oc2ccccc2F)CN1C(=O)c1cnn(-c2ccccc2)c1C (configuration not stated) | 7
CCOC(=O)Cc1csc(NC(=NS(=O)(=O)c2ccc(Cl)cc2)c2ccccc2)n1 | 2
Cc1cc(C(=O)Nc2ccc(S(N)(=O)=O)cc2)n(C)n1 | -16
O=C(Nc1ccc(OC(F)(F)C(F)(F)C(F)(F)C(F)(F)F)cc1)c1ccncc1 | -8&10
Cc1nc(NC(=O)c2cc3n(n2)CCCO3)sc1C | -7
COc1ccc(-c2nn(Cc3c(F)cccc3Cl)c(=O)c3nc(C)sc23)cc1OC | 0
Cc1ccc(S(=O)(=O)Nc2cccc(C(=O)Nc3c(C(N)=O)oc4ccccc34)c2)cc1 | 5
O=C1NC(=O)c2c(NC(=O)C3(c4ccc(Cl)cc4)CCCC3)cccc21 | 1

2 of these compounds in another layout.
| SMILES | PriA SSB inh |
| --- | --- |
| O=C(Nc1ccc(OC(F)(F)C(F)(F)C(F)(F)C(F)(F)F)cc1)c1ccncc1 | -8&10 |
| Cc1nc(NC(=O)c2cc3n(n2)CCCO3)sc1C | -7 |

(list continues)
SMILES | PriA SSB inh
O=C(c1cc(-c2ccco2)[nH]n1)N1CCC(N2CCc3sccc3C2)CC1 | 2
O=C(COc1ccc2c(c1)OCO2)Nc1ccccc1-c1csc(-c2ccccc2F)n1 | 8
N#Cc1ccccc1NC(=O)c1ccc(-c2ccc(Cl)c(C(F)(F)F)c2)o1 | -12
Cn1c(-c2ccccc2)c(C=NNC(=O)c2cccnc2)c2ccccc21 | -6
CC(C)(C)OC(=O)C[C@@H]1C/C=C/C[C@@H](CC(=O)N[C@H](CO)Cc2ccccc2)C(=O)N2CCC[C@H]2COC1=O | -6
Cc1ccc(SCCC(=O)O)cc1 | -2&0
CC(NC(=O)C(=O)NCc1ccccc1Cl)C(c1cccs1)N1CCN(Cc2ccccc2)CC1 (configuration not stated) | 5
CC1CCCCN1S(=O)(=O)c1ccc(Cl)c(C(F)(F)F)c1 (configuration not stated) | -24
OCCn1cccn1 | -10
CC(=O)Oc1ccc(C(C)=NN2CCN(Cc3ccc(C)cc3)CC2)cc1 | -5
CC(CCc1ccccc1)=NNC(=O)C(=O)NC(C)c1ccccc1 (configuration not stated) | -1
Cc1ccc(C(=O)CSc2ncnc3sc4c(c23)CCCC4)s1 | -5
O=C(CC1CCCC1)Nc1nc(CSCc2ccc(F)cc2)cs1 | -19&-11

Some of the compounds tested. The share of hits here may be higher or lower than overall.
